Assay outcomes (PubChem BioAssay)
Hsp70 inhibitors: small molecules displacing fluorescent ligand from Hsp70 – biochemical, fluorescence polarization, primary screen (AID 583). Hsp70 fluorescence polarization probe displacement, mP; higher % means a stronger effect. one-dose displacement, % at 20 µM; IC50 in µM for titrated hits. 140,000 compounds, 0.06% hits; in the data active = displacement above about 50%;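 also: plate controls were vehicle for no effect and reference ligand for full effect; a part of the inactive calls stands beside numbers as strong as those of hits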
MKP-3 inhibition: MKP-3 phosphatase inhibitors, primary screen, biochemical, rat enzyme, in vitro (AID 425) | recombinant MKP-3 phosphatase activity, fluorescence; higher % means a stronger effect | 110,000 compounds, 0.17% hits | one-dose inhibition, % at 20 µM; IC50 in µM for titrated hits; in the data active = inhibition above about 50%;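 also: plate controls were vehicle for no effect and reference inhibitor for full effect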
Active calls of the source: *; . = not tested or not shown; & = joins results of further samples. The list is partial; the hit share may differ from the screen's.

SMILES	Hsp70 inhibitors	MKP-3 inhibition
CN1C(=O)NC(=O)/C(=C/c2ccc(-c3ccccc3[N+](=O)[O-])o2)C1=O	-2.5%	2%
Cn1c2ccccc2c2cnn(CC(=O)N3CCC4(CC3)OCCO4)c(=O)c21	2.1%	.
O=c1[nH]c(CN2CCNCC2)nc2ccccc12	-0.9%	.
O=S(=O)(c1ccccc1)N1CCCCC1c1cccnc1 (centres undefined)	6.0%	.
Fc1ccc(C2=CCN(C(c3cccs3)c3nnnn3CCc3ccccc3)CC2)cc1 (centres undefined)	-12%	.
CC(=O)OC1C2CCC1C(N1CCCC1)CC2 (centres undefined)	-1.5%	.
C=CCC1(CN2CCCCCC2=O)C(=O)NC(=O)NC1=O	-6.5%	-10%
CCCCn1c(O)c(C=NCCN2CCCCC2)c(=O)[nH]c1=O	2.9%	0%
CN1CCN(/N=C/c2cccnc2)CC1	2.0%	2%
Cc1ccc(S(=O)(=O)N2CN3CCN(C3)C2)cc1	-7.1%	4%
O=C1NC(=O)C2(Cc3ccccc3N3CCCC32)C(=O)N1 (centres undefined)	-2.4%	.
COC(=O)COc1cc(C)cc2oc(=O)c3c(c12)CCCC3	.	0%
CCOc1cc(C)cc2oc(=O)c3c(c12)CCC3	1.4%	4%
c1ccc(C2CC3CC(c4ccco4)N2O3)cc1 (centres undefined)	2.6%&1.1%	-1%&0%
Cn1cccc1CNCCc1ccccc1	6.4%	.
Cc1ccccc1N1C(=O)CC(=O)N(c2ccccc2C)C1=S	1.6%	5%
COC(=O)c1cncn1C(C)c1ccccc1 (centres undefined)	-1.1%	-10%
CCN1CCN(Cc2ccc(OC(F)(F)F)cc2)CC1	2.7%	6%
O=c1cccc2n1CC1CC2CN(Cc2c(Cl)cccc2Cl)C1 (centres undefined)	-2.7%	0%
CC(C)(C)c1ccc(S(=O)(=O)N2CC3CC(C2)c2cccc(=O)n2C3)cc1 (centres undefined)	-3.6%	.
Fc1ccc(N2CCN(Cc3ccc4c(c3)OCO4)CC2)cc1	-1.6%	0%
c1ccc2c(c1)[nH]c1cnccc12	-0.6%	-6%
C(=NC12CN3CN(CN(C3)C1)C2)c1cccnc1	2.7%	-1%
COc1cc(OC)cc(C(=O)Nc2ccc([N+](=O)[O-])cc2C(=O)c2ccccc2)c1	-2.5%	4%
O=C1C2CCCN2C(c2ccccc2)N1c1ccccn1 (centres undefined)	7.8%	-6%
SMILES	Hsp70 inhibitors	MKP-3 inhibition
O=C1NC(=O)C2(Cc3ccccc3N3CCCC32)C(=O)N1c1ccccc1 (centres undefined)	0.5%	4%
COc1ccc(-n2c(O)c(C(C)=NC3CC3)c(=O)[nH]c2=O)cc1	-6.9%	-11%
CCOC(=O)c1c(NC(=O)C(c2ccccc2)c2ccccc2)sc2c1C1CCN2CC1	-5.5%	.
CC(=NCc1ccco1)c1c(O)n(C)c(=O)n(C)c1=O	4.2%	-6%
O=S(=O)(c1ccc(Cl)cc1)N1CN2CCN(C2)C1	7.2%	-2%
O=c1[nH]c(=O)n(CCc2ccccc2)c(O)c1C=NCCCn1ccnc1	2.3%	0%
O=C(O)C1CN2CCC1CC2 (centres undefined)	-2.1%	0%
O=C(COc1ccccc1)N1CCN(C/C=C/c2ccccc2)CC1	-0.3%	-4%
O=C1NC(=O)N(Cc2ccccc2)C(=O)/C1=C/c1ccc2c(c1)OCO2	-4.3%	1%
CCOC(=O)C1SC2(C(F)F)CC1(O)c1c(c(OC)c3occc3c1OC)O2 (centres undefined)	-2.9%	5%
CCOC(=O)c1c(N)n(Cc2ccccc2)c2nc3ccccc3nc12	4.3%	4%
CCOc1ccc(N2C(=O)NC(=O)/C(=C\c3cc(OC)c(OC)cc3[N+](=O)[O-])C2=O)cc1	-5.7%	2%
CN1CCN(C(=O)COc2ccc(Cl)cc2Br)CC1	-0.9%	2%
COc1ccc(C(=O)NC(Cc2cnc[nH]2)C(=O)O)cc1 (centres undefined)	-1.8%	3%
COc1ccc(Br)cc1CN1CCN(C(=O)COc2ccc3ccccc3c2)CC1	0.7%	1%
O=C(c1ccc([N+](=O)[O-])cc1)C12CN3CN(CN(C3)C1)C2	-0.5%	-4%
C#CCN1C(=O)C2(C(C#N)=C(N)OC(C)=C2C(=O)OCc2ccccc2)c2ccccc21 (centres undefined)	13%	7%
CCC(=NCc1ccco1)c1c(O)n(Cc2ccccc2)c(=O)[nH]c1=O	0.8%	-6%
CCCCCCN=C(CC)c1c(O)n(CCCC)c(=O)[nH]c1=O	-6.3%	3%
CCC(=O)N1CC(=O)Nc2ccc(C)cc2C1c1ccccc1 (centres undefined)	1.0%	0%
O=C1NC(=O)N(c2ccc(Cl)cc2)C(=O)/C1=C\c1cc(Br)cc(Cl)c1O	1.2%	-2%
CCCn1ncc(C(=O)O)c1C	-3.6%	-11%
CN(C)C(=O)CSc1nnc([C@@H](N)Cc2ccccc2)o1	2.0%	-9%
CC(=O)c1c(C)[nH]c(C(=O)N2CCC3(CC2)OCCO3)c1C	-0.2%	-4%
Cc1cccc(-c2nc3ccccc3c(=O)n2-n2cccc2)c1	7.4%	2%
SMILES	Hsp70 inhibitors	MKP-3 inhibition
CCOc1ccc(-n2c(O)c(C=NCCCn3ccnc3)c(=O)[nH]c2=O)cc1	2.0%	.
Cc1nc2cc(F)ccc2n1C1CCN(Cc2nnnn2CCc2ccccc2)CC1	5.8%	-21%
CCOC(=O)C(O)(c1ccc(N(CC)S(=O)(=O)c2ccc(C)cc2)cc1)C(F)(F)F (centres undefined)	1.2%	.
CCOC(=O)c1cc2c(cn1)[nH]c1ccccc12	5.2%	4%
CN1C(=O)NC(=O)/C(=C/c2cc(Br)cc(Cl)c2O)C1=O	3.2%	3%
O=c1c2ccccc2nc(/C=C\c2ccccc2)n1-c1ccc(O)cc1	3.6%	2%
NCCCP(=O)(O)CCc1ccccc1	-2.5%	-6%
COc1ccc(OC)c(-n2c(O)c(C=NCc3ccc4c(c3)OCO4)c(=O)[nH]c2=O)c1	-4.4%	-14%
COc1cc(OC)c(OC)cc1CN1CCN(C(C)C)CC1	-5.7%	1%
CN1CCN(Cc2ccc(Br)s2)CC1	4.9%	.
COC(=O)N1[C@H](c2ccccc2)[C@@H]1c1ccccc1	2.2%	2%
CN1CCN(c2c[nH]c(=O)[nH]c2=O)CC1	5.1%	-6%
COC(=O)COc1ccc(/C=C2\C(=O)NC(=S)N(c3ccc(C)cc3)C2=O)cc1OC	-0.5%	4%
CC1CN(O)C2CCc3c(no[n+]3[O-])C12O (centres undefined)	-0.6%	.
Fc1ccccc1N1CCN(Cc2c(F)cccc2F)CC1	-2.1%	-2%
CC(C)CC1C(C#N)=C(N)Oc2c1c(=O)oc1ccccc21 (centres undefined)	1.3%	7%
Cc1cccnc1-n1c(C)nc2ccccc2c1=O	1.6%	4%
Cn1c(=O)cc(SCC(=O)N2CCC3(CC2)OCCO3)c2ccccc21	-0.1%	-4%
Cc1ccc(-n2c(O)c(C=NCc3cccnc3)c(=O)[nH]c2=O)cc1C	-5.2%	-10%
Cc1cccc(C(=O)Nc2ccc(Cl)cc2C(=O)c2ccccc2)c1	1.2%	0%
c1ccc2c(CNC3CCCCC3)c[nH]c2c1	-0.8%	.
CCOc1cc(C=C2C(=O)NC(=O)NC2=O)cc(Br)c1OCCOc1ccccc1C	-0.1%	2%
Cc1cc(OCc2ccccc2)c2c3c(c(=O)oc2c1)CCCC3	-3.6%	1%
CCOC(C(=O)OCC(O)CN(CC)CC)(c1ccccc1)c1ccccc1 (centres undefined)	0.3%	-11%
Cc1cc(Cl)ccc1OCC(=O)O	-3.1%	-7%
SMILES	Hsp70 inhibitors	MKP-3 inhibition
O=C(c1ccccc1)c1cn(CC(=O)N2CCCc3ccccc32)c2ccccc12	-0.9%	.
O=C1NC(=O)[C@]2(Cc3ccccc3N3CCN(c4ccccc4)CC32)C(=O)N1c1ccccc1 (some centres undefined)	9.3%	-4%
CC(N)Cc1c[nH]c2ccc(Cl)cc12 (centres undefined)	-0.4%	.
Clc1ccc(CCNCc2ccncc2)c(Cl)c1	0.7%	-1%
CCCCCCn1c(O)c(C(C)=NC)c(=O)[nH]c1=O	-5.2%	12%
COc1ccc(C(c2c(O)c3ccccc3oc2=O)c2c(O)c3ccccc3oc2=O)cc1Cn1nc(C)c([N+](=O)[O-])c1C	3.0%	-2%
COC(=NC1CCCCC1)C(O)c1c[nH]c2ccccc12 (centres undefined)	-4.6%	.
CC1=NN(c2ccccc2)C(=O)/C1=C/c1c(O)[nH]c(=S)[nH]c1=O	-0.4%	0%
Nc1ccc(C2(c3ccc(N)cc3)CN3CCC2CC3)cc1	-2.5%	1%
CC1(C)C(C(=O)Nc2ccc(Br)cc2)C1(C)C	-3.3%	0%
O=C1NC(=O)C(=Cc2cn(CCOc3ccc4c(c3)OCO4)c3ccccc23)C(=O)N1	-46%	.
CCCCCCC(C)CCCC1C(=O)NC(=O)NC1=O (centres undefined)	3.9%	0%
CCC1(Cc2ccccc2)C(=O)NC(=O)NC1=O	1.5%	1%
CC(c1ccccc1F)n1cc(C(=O)Nc2ccc3nc[nH]c3c2)nn1 (centres undefined)	1.2%	-3%
CC(C)CC12CN3CCN(CC(C3)/C1=N/O)C2	-3.0%	1%
COc1ccc(C(CC(=O)N2CCC3(CC2)OCCO3)NS(=O)(=O)c2ccc(F)cc2)cc1 (centres undefined)	-2.3%	-1%
O=C(c1cccs1)N1C2CCC1CC(O)(c1cccnc1)C2 (centres undefined)	-2.2%	-7%
CCC(=NCC1CCCO1)c1c(O)n(Cc2ccccc2)c(=O)[nH]c1=O (centres undefined)	-1.5%	0%
CCCCn1c(=O)c(C(=O)Nc2nc3ccccc3[nH]2)c(O)c2ccccc21	-5.3%	0%
COC(=O)N(c1ccccc1)P1(=S)OCCO1	-0.8%	-15%
CCN1CCN(C(=O)COc2cc(=O)n(CC)c3ccccc23)CC1	6.6%	-3%
COc1ccc(CNCCc2ccc(Cl)cc2Cl)c(OC)c1	2.6%	0%
O=C(C1CC(=O)N(C2CCCCCCC2)C1)N1CCC2(CC1)OCCO2 (centres undefined)	9.4%	.
CN(CC(=O)Nc1ccccc1-c1ccccc1)C1CCCCC1	0.0%	.
CCc1c(C)nc(N)nc1N1N=C1SCC(N)=O	1.6%	.

6 compounds already listed, arranged by count of non-hydrogen atoms, descending.
SMILES	Hsp70 inhibitors	MKP-3 inhibition
O=C1NC(=O)[C@]2(Cc3ccccc3N3CCN(c4ccccc4)CC32)C(=O)N1c1ccccc1 (some centres undefined)	9.3%	-4%
CCN1CCN(C(=O)COc2cc(=O)n(CC)c3ccccc23)CC1	6.6%	-3%
CC1=NN(c2ccccc2)C(=O)/C1=C/c1c(O)[nH]c(=S)[nH]c1=O	-0.4%	0%
CCCCCCn1c(O)c(C(C)=NC)c(=O)[nH]c1=O	-5.2%	12%
CC1(C)C(C(=O)Nc2ccc(Br)cc2)C1(C)C	-3.3%	0%
CC(N)Cc1c[nH]c2ccc(Cl)cc12 (centres undefined)	-0.4%	.

Some of the entries so far, as labelled records.
> O=C(c1ccccc1)c1cn(CC(=O)N2CCCc3ccccc32)c2ccccc12
  Hsp70 inhibitors: -0.9%	MKP-3 inhibition: .

> CCCCCCn1c(O)c(C(C)=NC)c(=O)[nH]c1=O
  Hsp70 inhibitors: -5.2%	MKP-3 inhibition: 12%

The results go on.
SMILES	Hsp70 inhibitors	MKP-3 inhibition
OC1C2CCC1C(N1CCCCC1)CC2 (centres undefined)	3.8%	0%
COc1ccc(CN2CCN(Cc3cc(Br)ccc3O)CC2)cc1	0.3%	-2%
Oc1ccc(Br)cc1CN1CCN(c2ccccc2)CC1	0.6%	-1%
COc1ccc(CCNC2CC3CCC2C3)cc1OC (centres undefined)	2.8%	-3%
O=c1[nH]c(=O)n(Cc2ccco2)c(O)c1C=NCCN1CCOCC1	-16%	9%
CCOC(=O)N(CC)c1ccc(C(O)(C(=O)OCC)C(F)(F)F)cc1 (centres undefined)	3.7%	-14%
CCn1cc(C(=O)N2CCC3(CC2)OCCO3)c(=O)c2cc(S(=O)(=O)N3CCCC3)ccc21	-3.6%	.
Cc1cccc(N2C(=O)/C(=C/c3ccc(OCc4cccc(C(=O)O)c4)cc3)C(=O)NC2=S)c1	-2.7%	4%
CN1C(=O)C(Cc2cccs2)C(=O)N(C)C1=O	5.0%	6%
COC(=O)c1ccc(-n2c(C)nc3ccccc3c2=O)cc1	3.9%	.
O=C1NC(=O)C2(Cc3ccccc3N3CCCC32)C(=O)N1c1cccc(Cl)c1 (centres undefined)	2.2%	-4%
O=c1cccc2n1CC1CC2CN(c2ncnc3c2cnn3-c2ccc(Cl)cc2)C1 (centres undefined)	-0.6%	1%
CCOc1ccc(-n2c(-c3ccccn3)nc3ccccc3c2=O)cc1	0.8%	3%
O=C(N/N=C1/CN2CCC1CC2)c1ccc(O)cc1	-1.6%	0%
CCOc1ccc(CN2CCN(Cc3ccccc3)CC2)cc1	-1.5%	1%
O=C(c1cc(=O)[nH]c2ccc(Br)cc12)N1CCC2(CC1)OCCO2	-3.6%	-5%
O=c1c2ccccc2nc(-c2ccccc2F)n1-c1cccc(Cl)c1	-3.7%	3%
O=S(=O)(c1ccccc1)N1CC1c1ccccc1 (centres undefined)	0.1%	-3%
COc1ccc(C(=O)N2CCOCC2)cc1S(=O)(=O)N1CCC(C)CC1	-1.7%	-10%
Cc1cc(S(=O)(=O)NCC(C)C)ccc1OCC(=O)N1CCN(Cc2ccccc2)CC1	-4.0%	-6%
COc1ccc(CCN(C)Cc2c(F)cccc2F)cc1OC	6.1%	-9%
C1=C(c2c[nH]c3ccccc23)CCNC1	-2.8%	2%
CC(C)(C)c1nc(N2CCN(C(=O)c3ccco3)CC2)c2nnn(Cc3ccccc3Cl)c2n1	8.2%	5%
Nc1ccc(S(=O)(=O)N2CCCCC2c2cccnc2)cc1 (centres undefined)	-4.8%	-6%
COc1cc(C=C2C(=O)NC(=O)NC2=O)cc(Cl)c1O	1.2%	5%
CN(C)C1=NC(N(C)C)=NP(N(C)C)(N(C)C)=N1	4.1%	-6%
O=C(Cc1cccs1)N1CCC2(CC1)OCCO2	3.1%	-11%
